OX1R FRET antag: blocks the human orexin 1 receptor; inhibition, % at 6.6 µM; 330,000 tested, 1.8% active; OX1R-expressing cells, FRET antagonist read-out; in the data active means inhibition mostly above about 38%, no sharp cut-off; inactive means mostly below about 40%;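 further: 0% = agonist challenge alone and 100% = reference antagonist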
Target sequence (O43613 whole entry, looked up): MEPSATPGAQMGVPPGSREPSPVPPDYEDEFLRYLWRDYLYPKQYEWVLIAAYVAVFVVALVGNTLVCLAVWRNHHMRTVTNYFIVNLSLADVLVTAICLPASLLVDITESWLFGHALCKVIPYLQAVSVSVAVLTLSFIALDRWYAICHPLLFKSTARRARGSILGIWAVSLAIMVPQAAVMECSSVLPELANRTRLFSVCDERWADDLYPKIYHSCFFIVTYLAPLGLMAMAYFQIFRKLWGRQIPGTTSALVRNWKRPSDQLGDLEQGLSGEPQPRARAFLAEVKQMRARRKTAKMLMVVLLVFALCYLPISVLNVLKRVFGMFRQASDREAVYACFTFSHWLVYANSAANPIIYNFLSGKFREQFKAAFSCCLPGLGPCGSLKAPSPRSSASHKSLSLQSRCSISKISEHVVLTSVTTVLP
KCNQ2 block: KCNQ2 channel blockers in CHO-K1 cells – cell-based, FluxOR thallium flux, B-score, primary screen (AID 2156). 20 min; hits give low values. O88943. 310,000 tested, 1.1% active. B-score at 10 µM;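 active means fluorescence ratio B-score at most minus 3 library SDs, with starting brightness B-score within 2 library SDs, cut at about -5.5 in these data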
STK33 kinase inh: human STK33 kinase inhibition; Q9BYT3; purified STK33, MBP phosphorylation, ADP-Glo luminescence; inhibition, % at 10 µM; 320,000 tested, 0.073% active; AID 2661;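 active means inhibition at or above 25%, using the most active replicate where run in duplicate; inactive means inhibition below 25%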
Target sequence (Q9BYT3 whole entry, looked up): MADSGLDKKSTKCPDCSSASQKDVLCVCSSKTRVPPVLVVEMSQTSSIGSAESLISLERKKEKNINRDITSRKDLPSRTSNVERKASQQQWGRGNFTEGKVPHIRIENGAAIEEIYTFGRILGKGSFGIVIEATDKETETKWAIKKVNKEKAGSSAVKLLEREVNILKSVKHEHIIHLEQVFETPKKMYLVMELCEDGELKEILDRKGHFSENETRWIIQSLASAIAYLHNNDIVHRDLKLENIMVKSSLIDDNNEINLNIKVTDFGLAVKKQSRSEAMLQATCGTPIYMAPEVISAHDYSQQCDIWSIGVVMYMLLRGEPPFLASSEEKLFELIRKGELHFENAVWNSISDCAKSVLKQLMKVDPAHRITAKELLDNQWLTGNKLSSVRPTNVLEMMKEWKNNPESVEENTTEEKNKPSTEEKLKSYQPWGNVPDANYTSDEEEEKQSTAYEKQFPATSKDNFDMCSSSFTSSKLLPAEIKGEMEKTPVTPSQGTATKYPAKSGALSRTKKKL
Active calls of the source: *; i = inactive; / = no result given.

SMILES	OX1R FRET antag	KCNQ2 block	STK33 kinase inh
CCC(C)NS(=O)(=O)c1ccc(S(=O)(=O)N2CC=C(c3ccc(F)cc3)CC2)cc1 (stereo not given)	37.7	i	1.3
COc1cccc(N2CCN(c3c4c(nc5ncnn35)CCC4)CC2)c1	17.3	i	-1.1
S=C(NCC1CCCCC1)Nc1ccc(Oc2ccccc2)cc1	18.0	i	-0.3
CC(C)=CCN1CCN(Cc2cccc3nccnc23)CC1CCO (stereo not given)	7.3	i	-0.7
COC(=O)c1ccc(CO/N=C(\NC(C)=O)c2nonc2NC(C)=O)cc1	7.5	i	/
CC1CC(C)(C)NC(=S)N1CCC(=O)Nc1ccc2c(c1)OCCO2 (stereo not given)	13.5	i	-0.9
CCC[C@@H]1CCCO[C@@](C(=O)NCc2cc(C)n(C)n2)(C(F)(F)F)C1	14.5	i	-1.6
CC(=O)N1CCN(S(=O)(=O)c2ccc(C)c([N+](=O)[O-])c2)C1C(C)C (stereo not given)	18.1	i	-1.6
Cc1c(CCC(=O)NCCCn2ccnc2)c(=O)oc2cc3oc4c(c3cc12)CCCC4	23.5	i	-0.1
C/C(=N\Nc1ccc(Cl)cc1)c1c(O)cc(C)oc1=O	1.5	i	-0.1
COc1cc(C(=O)N2CCN(C(=O)Cc3ccccc3)CC2)cc(OC)c1OC	15.0	i	-0.8
O=C(Nc1ccc(Br)cn1)c1ccc([N+](=O)[O-])o1	64.5*	i	0.6
CC(=O)N1CCN(C(=O)C2(NC(=O)Nc3ccccc3Cl)CCCCC2)CC1	2.1	i	-2.7
CCCNc1nc(-c2ccccc2)c(C(=O)OCC)cc1C#N	22.3	i	-1.0
Cc1cccc(NC(=S)N2CCN(c3cc(C)ccc3C)CC2)c1	21.5	i	-2.1

Structural class, the compounds so far containing a nitro group on carbon (2)
SMILES	OX1R FRET antag	KCNQ2 block	STK33 kinase inh
CC(=O)N1CCN(S(=O)(=O)c2ccc(C)c([N+](=O)[O-])c2)C1C(C)C (stereo not given)	18.1	i	-1.6
O=C(Nc1ccc(Br)cn1)c1ccc([N+](=O)[O-])o1	64.5*	i	0.6

The results go on:
SMILES	OX1R FRET antag	KCNQ2 block	STK33 kinase inh
Cc1cc2c(NC(=O)CCCC(=O)O)cccc2nn1	9.0	i	-0.8
Cc1ccc(N=Cc2ccc(N(C)C)cc2)cc1	11.1	i	-1.3
N=c1c2c(n(Cc3ccc(Cl)c(Cl)c3)c3c1CCC3)CCCC2	25.4	i	0.8
COc1cc(/C=C/C(=O)NC(C)(C)C)ccc1OCc1ccccc1	13.5	i	-2.8
CCOc1ccccc1C1c2[nH]c3ccccc3c2C[C@H]2C(=O)N(C3CC3)CC(=O)N12 (stereo not given in full)	14.7	i	0.2
CCC(=O)Nc1cccc(NC(=O)CSc2nnc(-c3ccc(NS(C)(=O)=O)cc3)n2CC)c1	-2.3	i	0.6
Fc1cccc(CSc2ccc3nnc(-c4ccccn4)n3n2)c1	24.4	i	0.7
COc1cc(OC)cc(C(=O)NCCc2cnc[nH]2)c1	2.5	i	-0.7
Cc1ccc(/C=C2/NC(=O)N(Cc3ccccc3)C2=O)o1	22.1	i	-0.5
COc1cccc(CNC(=O)CN(C)S(=O)(=O)c2ccc3c(c2)n(C)c(=O)c(=O)n3C)c1	2.8	i	-4.9
Cc1ccc(NC(=O)CCNS(=O)(=O)c2ccc3[nH]c(=O)oc3c2)c(C)c1	0.8	i	-0.6
O=C(/C=C/NNC(=O)c1cccc(Br)c1)c1cccc(Br)c1	19.4	i	-3.9
COc1cccc(OC)c1C(=O)NC(=S)NCc1ccccc1	19.2	i	0.1
C/C(=N\O)C(C)(C)Nc1cccc(F)c1	-2.4	i	0.2
O=C(CS(=O)(=O)c1ccccc1)N1CCc2ccccc21	10.2	i	-1.1
NS(=O)(=O)c1ccc(CCNC2CC(=O)N(CCc3ccccc3)C2=O)cc1 (stereo not given)	11.2	/	-3.4
CCN(CC)c1ccc(C(=O)NNC(=O)CN2C(=O)NC3(CCCCC3)C2=O)cc1	16.4	i	/
CC(C)CC1=C/C(=C/c2ccc(-c3ccccc3)o2)C(=O)O1	15.3	i	-0.4
CC(C)(C)NC(=O)C(c1c[nH]c2ccccc12)N(C(=O)Cn1nnc(-c2ccc(Cl)cc2)n1)c1ccccc1F (stereo not given)	-0.9	i	-0.1
O=[N+]([O-])c1ccc(OS(=O)(=O)Cc2ccccc2)cc1	14.5	i	-0.1
CCOc1ccccc1NC(=O)NC(C)c1ccc2c(c1)OCO2 (stereo not given)	0.1	i	1.7
CCc1nnc(NC(=O)c2ccc(NS(=O)(=O)c3ccccc3)cc2)s1	8.2	i	-0.9
COc1ccc(S(=O)(=O)Cc2ccc(C(=O)N3CCN(c4cc(C)ccc4C)CC3)o2)cc1	14.4	i	0.4
COc1ccc(NC(=O)Cc2nnc(SCC(=O)Nc3nccs3)n2C)cc1	9.4	i	0.8
Cc1cccc([N+](=O)[O-])c1NC(=O)COC(=O)C1CCCO1 (stereo not given)	5.6	/	0.2
COc1ccc(C(CNC(=O)Nc2ccccc2)N2CCN(C)CC2)cc1 (stereo not given)	12.9	i	-0.2
CCOc1ccc(NC(=S)Nc2ccc(OC(F)(F)F)cc2)cc1	8.8	i	-1.4
CC1(C)OC(=O)C(=CNCC(O)c2ccccc2)C(=O)O1 (stereo not given)	1.5	i	-0.7
CCC(=O)N1CCc2cc(Br)cc(S(=O)(=O)N(C)c3ccc(OC)cc3)c21	14.4	i	-0.5
CC(=O)Oc1c(Br)cc(N(C(C)=O)S(=O)(=O)c2ccccc2)c2ccccc12	35.0	i	2.2
O=C(Nc1c(C(=O)Nc2cccc(F)c2)oc2ccccc12)c1ccc2c(c1)OCO2	6.9	i	0.4
O=C(CN1CCN(S(=O)(=O)N2CCCCC2)CC1)Nc1ccc(Br)cc1	9.6	i	-0.7
CCCCn1c(N)c(N(CCOC)C(=O)c2ccc(-c3ccc(Cl)cc3)o2)c(=O)[nH]c1=O	12.0	i	/
O=C(CCc1ccccc1O)NC1CCCc2ccccc21 (stereo not given)	22.5	i	-0.3
CCc1ccc(N(C(=O)c2ccco2)C(C(=O)NC2CCCC2)c2cccnc2)cc1 (stereo not given)	11.7	i	-0.5
NC(N)=N/N=C/c1ccc(OCc2ccc(Cl)cc2Cl)cc1	-2.9	i	-0.6
CCOC(=O)C(C)Oc1cc(Cl)c(C=O)cc1OC (stereo not given)	-1.7	i	-0.8
COC(=O)c1cc(S(=O)(=O)NCC2CCN(Cc3cccc(F)c3)CC2)cn1C	5.7	i	-0.2
Cc1ccccc1C(=O)c1cccn1CC(=O)NCCCN1CCc2ccccc2C1	1.8	i	-0.1
CC(=O)Nc1sc2c(c1C(c1cccc(Cl)c1)N1CCN(CCO)CC1)CCCC2 (stereo not given)	8.9	i	-0.9
Cc1ccc(NC(=O)C2CC(=O)N(Cc3ccco3)C2)cc1 (stereo not given)	7.5	i	-0.7
Cn1c(NC(=O)C[n+]2cc(-c3ccc(Cl)c(Cl)c3)n3c2CCC3)cc(=O)n(C)c1=O	6.1	i	-1.1
CCCCC(CC)CNC(=O)c1[nH]c(C)c(C(C)=O)c1C (stereo not given)	11.2	i	0.7
Cc1ccc(-c2noc(C3CCCN(C(=O)c4cccc([N+](=O)[O-])c4)C3)n2)o1 (stereo not given)	7.6	i	2.1
Nc1cc(S(=O)(=O)N2CCOCC2)ccc1N1CCOCC1	13.5	/	0.2
O=S1(=O)CCN2C(=N1)Sc1c2ccc2c1CCCC2	0.9	i	0.8
N#Cc1ccc(N2CCCNCC2)nc1	-5.7	i	-1.8
Cc1cc(C)n2c(SCCC(C)C)nnc2n1	7.1	i	-0.7
Cc1onc(-c2c(Cl)cccc2Cl)c1C(=O)Nc1nc(C(C)(C)C)cs1	3.9	i	-8.2
CSc1nc2ccc(S(=O)(=O)Nc3c(C)n(C)n(-c4ccccc4)c3=O)cc2s1	-1.8	i	-1.1
Cc1ccn2c(c1)nc(=O)c1cc(S(=O)(=O)N3CCOCC3)ccc12	-0.1	i	-1.2
CCOC(=O)C1=C(C)N(c2ccc(C)cc2)C(=O)/C1=C\c1ccc(O)c(OC)c1	48.5	i	3.0
COc1ccc(OC)c(NC(=O)CCNS(=O)(=O)c2ccc3c(c2)oc(=O)n3C)c1	10.9	i	-1.8
O=C(COc1ccccc1)N=C1SC2CS(=O)(=O)CC2N1c1ccc(F)cc1F (stereo not given)	12.8	i	-3.9
Cc1cc(C)c(-c2cc(NC(=O)COC(=O)c3ccc(NC(=O)CC#N)cc3)n(-c3ccccc3)n2)cc1C	14.3	i	-2.5
COc1ccc2ccccc2c1/C=N/n1cnnc1	16.4	i	0.7
COc1cccc(CN(C)CC(O)COC(c2ccccc2)c2ccccc2C)c1 (stereo not given)	11.2	i	2.1
O=C(NCc1cccnc1)C(=O)Nc1nc2ccccc2s1	11.1	i	0.1
CCn1cc(C(=O)NCC2COc3ccccc3O2)c2cc(OC)c(OC)cc2c1=O (stereo not given)	32.3	i	2.7
CCOC(=O)CNC(=O)CSc1nc2sc(C)c(C)c2c(=O)n1C	4.4	i	-0.9

The list goes on.
SMILES	OX1R FRET antag	KCNQ2 block	STK33 kinase inh
CC1C(=O)Nc2ccccc2N1C(=O)c1ccc(F)cc1F (stereo not given)	-1.8	i	-1.8
O=C(NC(=S)Nn1cnnc1)c1cccc(Br)c1	11.0	i	-1.7
COc1cc2c(cc1OC)CN(CC(=O)Nc1ccc(C)cc1)CC2	4.4	i	-0.8
CC(C)CNS(=O)(=O)c1cc(C(=O)N2CC(C)OC(C)C2)c(Cl)cc1Cl (stereo not given)	22.8	i	-1.1
CCC1=C(OC(=O)N(CC)CC)N2C(=O)OC(=NCCOC)[C@]2(Cc2ccccc2)[C@H]2C1=CC[C@H]1C(=O)N(CC(=O)OC)C(=O)[C@H]12	41.0	i	0.0
CC(C)c1nc(CNC(=O)c2ccc(OC3CCN(Cc4ccccn4)CC3)cc2)cs1	0.0	i	-1.0
O=C(CN1CCN(C(=O)c2ccccc2)CC1)Nc1ccccc1	12.3	i	0.6
Cc1ccc(S(=O)(=O)C2(C(=O)O)CCCC2)cc1C	7.3	i	-2.6
COC(=O)N/N=C\c1ccc(-c2cc(Cl)c(Cl)cc2Cl)o1	7.2	i	-0.9
Cc1sc2nc(CN3CCOCC3)nc(NS(=O)(=O)c3ccccc3)c2c1C	15.7	i	-0.4
COc1ccc(Cc2nnc(SCc3c(C)noc3C)n2C2CCCCC2)cc1OC	18.0	i	-0.4
Cc1nn(C)cc1-c1n[nH]c(=S)n1-c1ccc(F)cc1	14.0	i	-0.2
CCOc1ccc(C(=O)CSc2nnc(N)s2)cc1	20.3	i	-0.9
Cc1oc(C(C)(C)C)cc1C(=O)Nc1ccc2c(c1)OCCO2	19.4	i	-0.5
Cc1ccc(CCCOC(=O)C[N+]2(C)CCCC2)cc1	14.6	i	-0.6

2 successive records out of the list so far:
SMILES	OX1R FRET antag	KCNQ2 block	STK33 kinase inh
CC1C(=O)Nc2ccccc2N1C(=O)c1ccc(F)cc1F (stereo not given)	-1.8	i	-1.8
O=C(NC(=S)Nn1cnnc1)c1cccc(Br)c1	11.0	i	-1.7

Next part
SMILES	OX1R FRET antag	KCNQ2 block	STK33 kinase inh
O=C(CSc1cc(Cl)ccc1Cl)NC1CCCC1	15.1	i	-0.4
Cc1sc(C(C2C(=O)CC(C)(C)CC2=O)C2C(=O)CC(C)(C)CC2=O)cc1[N+](=O)[O-]	9.4	i	-1.1
O=C(NCc1nc2ccccc2[nH]1)C1=C[C@@H](c2ccc(Br)cc2)C[C@@H](OCc2ccc(CO)cc2)O1	40.6	i	-0.1
CN(Cc1ccccc1)S(=O)(=O)c1ccc(Cl)c(C(=O)OCC(=O)NC2CCS(=O)(=O)C2)c1 (stereo not given)	4.5	/	-2.7
CCOC(=O)C1=CC[C@@H](c2ccco2)N(S(=O)(=O)c2ccc(C)cc2)[C@H]1C(=O)OCC	9.4	/	-2.2
COc1ccccc1Nc1nc(N)nc(CSc2nnc(C)s2)n1	15.0	i	-1.8
CN1CCCN(C(=O)/C=C/c2ccc(Cl)cc2Cl)CC1	14.8	i	-0.2
O=C(O)c1cc(-c2cc3ccccc3o2)nn1-c1ccccc1	14.8	i	0.0
CCN(Cc1ccccc1)S(=O)(=O)c1csc(C(N)=O)c1	15.2	i	-1.0
CCOC(=O)c1[nH]c2cc(OC)c(OC)cc2c1NC(=O)c1ccc2c(c1)OCO2	17.2	i	-1.4
CCOC(=O)c1ccc(-c2c(C(=O)OCC)oc3cc(O)c(CC)cc3c2=O)o1	82.5*	i	-1.0
O=C(/C=C/c1ccco1)Nc1sc2c(c1C(=O)O)CCC2	15.8	i	2.9
Nc1ccccc1C#CC(=O)c1ccccc1	1.7	i	0.0
NC(=O)c1nsc(C(=O)N(Cc2ccccc2F)C(C(=O)NCC2CCCO2)c2ccc(F)cc2)c1N (stereo not given)	17.4	i	0.4
COc1ccc(OCC(=O)Nc2ccc3c(c2)n(C)c(=O)n3C)cc1	13.9	i	1.3
Cc1cccc(C(=O)Nc2cc(=O)n(C)c(=O)n2C)c1	4.3	i	0.7
Cc1cc(C(=O)Nc2cc(C(C)(C)C)on2)c(C)o1	16.3	i	0.3
Cc1cc(C)c2nc(SCC(=O)Nc3ccc(S(=O)(=O)N4CCCC4)cc3)c(C)cc2c1	9.8	i	1.0

Fetched by structure from above (3):
SMILES	OX1R FRET antag	KCNQ2 block	STK33 kinase inh
O=C(/C=C/c1ccco1)Nc1sc2c(c1C(=O)O)CCC2	15.8	i	2.9
COc1ccc(OCC(=O)Nc2ccc3c(c2)n(C)c(=O)n3C)cc1	13.9	i	1.3
Cc1cccc(C(=O)Nc2cc(=O)n(C)c(=O)n2C)c1	4.3	i	0.7

Screening results as filed in PubChem.
